IkB signaling = IkB pathway inhibition in ABC-DLBCL cells; ABC-DLBCL IkBa-CBG/CBR dual luciferase ratio, 4 h; response scale: scaled: untreated 0%, proteasome inhibitor 100%; Potency, µM (titrated, usually from 57.1 µM), without a hit: at the top dose IkBa stabilization activation; 110,000 compounds, 0.04% hits; AID 445; active = well fitted curve in the direction sought with a large enough effect in the signal ratio, not every such curve was filed as active; inconclusive = small, poorly fitted or top-dose-only effect, or a change in a side signal; the % refers to the signal ratio;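 note: the direction sought is a rising ratio; 0% = basal untreated cells and 100% = reference inhibitor full response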
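Curves were fitted separately to fusion (green), unfused (red) and ratio luminescence, then classed by r2, magnitude and activity. Cells: OCI-Ly3, 4 h compound plus doxycycline at 37C; 10 uM MG-132 defined full response.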
p53ts 39C tox = p53ts cell cytotoxicity, nonpermissive temperature; H1299-p53A138V viability at 39C, ATP luminescence, 24 h; Potency, µM (titrated, usually from 46.1 µM), for inactives: top-dose activity change, negative = cell killing, hits mostly cytotoxic; 130,000 compounds, 1.5% hits; AID 902; note: nearly all actives have a fitted effect of over 55% in size
p53ts 32C tox = p53ts cell cytotoxicity, permissive temperature | H1299-p53A138V at 32C, ATP luminescence viability, 24 h | Potency, µM (highest dose often 46.1 µM), for inactives: at the highest dose activity change, negative = cytotoxicity, actives largely listed as cytotoxic | 130,000 compounds, 0.93% hits | AID 924;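 note: 0% = DMSO and -100% = full killing by reference compound; nearly all actives have a fitted effect of over 55% in size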
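H1299-p53 A138V cells (temperature-sensitive p53) exposed 24 h to up to 46 uM compound at 32C, where p53 is wild-type in conformation. Viability read as ATP luminescence and normalised to DMSO and 100 uM tamoxifen. AC50 fitted with the Hill equation.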
Peg3 imprint = induces erasure of genomic imprints in mouse ES cells; mouse ES Peg3-LacZ reporter, beta-gal luminescence, 40 h; Potency, µM (top dose mostly 60.7 µM), inactives show at the highest dose activity change, positive = activation, usual class: activators; 110,000 compounds, 0.02% hits; AID 1948;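 note: 0% = negative control wells on the plate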
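Readout: BetaGlo luminescence (5 min, room temp) for LacZ from the normally silent maternal Peg3 allele in female Peg3LacZ-Neo ES cells. Cells 300/well, 40 h, 37C, 5% CO2. Data normalized per plate to negative controls.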
* = called active by the depositor; ? = inconclusive; . = no result given; [ ] = dose if it differs, or a comment. Unless noted, calls come from the whole dose curve; as a rule, active = well fitted curve in the direction sought with a large enough effect; inconclusive = small, poorly fitted or top-dose-only effect, or another doubt; inactive = no such curve, though single readings can be large; an effect the other way counts as inactive or inconclusive. Unless noted, % is set by controls: 0 for no effect and ±100 for the full control effect; potency is the fitted concentration of half-maximal effect.

SMILES	IkB signaling	p53ts 39C tox	p53ts 32C tox	Peg3 imprint
Cc1nnc(NC(=O)CCCN2C(=O)c3ccccc3C2=O)s1	-0.9%	6%	9%	3%
CCOc1ccc(S(=O)(=O)c2cn(Cc3ccc(C)cc3)c3ccc(OC)cc3c2=O)cc1	2.1%	-5%	9%	-7%[10.9 µM]
CC(C)C(=O)Nc1cccc(C(=O)Nc2nncs2)c1	-3.4%	-13%	-11%	4%
CCNC(=O)CC1C(=O)N(c2ccccc2)C(=O)N1CCC(C)C (stereo unspecified)	-0.1%	16%	5%	-4%
CCOc1ccc(S(=O)(=O)n2nc(C)cc2C)c2ccccc12	.	-11%	5%	.
Cc1ccc(CNC(=O)CCc2c(C)c3cc4c(C)coc4cc3oc2=O)cc1	2.2%	39%[activator]	-7%	30%[10.9 µM]
CC(=O)N1CCC2(CC1)CC(=O)c1cc(OCC(=O)NCc3ccco3)ccc1O2	-0.7%	0%	2%	-19%
COc1ccc(CNC(=O)Cc2c(C)c3c(cc(C)c4c(C)coc43)oc2=O)cc1	?	-19%	4%	-7%[10.9 µM]
COCCn1c(=O)[nH]c2cc(C(=O)N3CCN(c4ccc(F)cc4)CC3)ccc2c1=O	?	15%	6%	7%[10.9 µM]
Cc1ccccc1NC(=O)CSc1nc2c(c(=O)n(C)c(=O)n2C)n1Cc1ccccc1F	-0.9%	34%[activator]	2%	-9%[10.9 µM]
O=c1cc(CSc2ccc(Cl)cc2)nc(N2CCCCC2)[nH]1	-0.3%	12%	10%	-6%
Cc1ccc(CNS(=O)(=O)c2cc(C(=O)Nc3cccc(C(F)(F)F)c3)ccc2F)cc1	?	13µM*	-18%	-8%[10.9 µM]
CCOc1ccc(-c2cc3nc(C4CCN(C(=O)OC(C)(C)C)CC4)c(C(=O)Nc4cccc(Cl)c4C)cn3n2)cc1	1.0%	-7%	3%	-18%[10.9 µM]
CCCn1c2ccccc2c2cnn(CC(=O)NCc3ccc(OC)cc3)c(=O)c21	2.3%	15%	16%	-10%[10.9 µM]
Cc1nc2sc3c(c2c(=O)[nH]1)CCCC3	-0.8%[11.4 µM]	1%[9.22 µM]	-17%[9.22 µM]	-1%[10.9 µM]
CCOc1ccc2cc(-c3nnc(Nc4ccc(C)cc4)s3)c(=O)oc2c1	0.4%	40%[activator]	10%	-13%[10.9 µM]
COc1ccc(CN2CCN(c3cccc(C)c3C)CC2)cc1OC	4.0%	-4%	7%	-20%
COc1ccc(NC(=O)CN2C(=O)CCn3nc(-c4cccn4C)cc32)cc1	1.9%	-10%	3%	-8%[10.9 µM]
CC(C)c1ccc(S(=O)(=O)N2CCN(CC(=O)Nc3ccc4c(c3)OCO4)CC2)cc1	?	-1%	10%	-14%
Cc1ccccc1OCc1nc2c3cnn(-c4ccccc4Br)c3ncn2n1	0.4%	11%	-5%	-7%[10.9 µM]
COCc1cc(C)nc(SCC(=O)Nc2cccc(C)c2C)c1C#N	-0.4%	-10%	-3%	0%
O=C(c1ccco1)N1CCN(C(=O)c2ccccc2OC(=O)C23CC4CC(CC(C4)C2)C3)CC1	-0.1%	5%	2%	-11%
CC(CN1CCCCC1)OC(=O)c1ccc(Cl)cc1Cl (stereo unspecified)	-1.0%	10%	-4%	-3%
CC1Cc2ccccc2N1S(=O)(=O)c1cccs1 (stereo unspecified)	0.7%	3%	0%	6%
CCOC(=O)N1CCC(N2Cc3cccc(C(=O)NC(C)c4ccc5c(c4)OCCO5)c3C2=O)CC1 (stereo unspecified)	-0.4%	1%	-1%	-21%
O=C(CCN1CCCCCC1)Nc1cccc(Cl)c1	-0.3%	-13%	-3%	2%
Cc1ccc(Nc2nnc(SCC3CCCCO3)s2)cc1 (stereo unspecified)	.	-9%	?	.
CCOC(=O)CCC(=O)NCc1ccc2c(c1)cc(C)n2C	0.1%	-16%	2%	-13%
CC(C)CCNC(=O)c1ccc2nc(Cc3ccccc3)oc2c1	-0.2%	-14%	-9%	-10%[10.9 µM]
CCC(=O)c1ccc(OCC(O)CN(C)C2CCCCC2)cc1 (stereo unspecified)	0.1%	4%	-3%	-13%
Cc1nc(NCc2ccccc2)c2nc(-c3ccccc3)n(C(C)CN(C)C)c2n1 (stereo unspecified)	.	-2%	9%	-19%
CCOC(=O)CNC(=O)C(Cc1ccccc1)NS(=O)(=O)c1cccs1 (stereo unspecified)	0.8%	10%	-8%	-12%
COc1ccc(-c2nc3cnc(OC)nc3n(C3CC3)c2=O)cc1	-0.7%[11.4 µM]	16%	6%	.
CN1C[C@@H]2C(c3ccccc3)C3(c4cccnc4)CC2(C3)[C@H]1c1ccccc1 (stereo partly specified)	.	-5%	-1%	-13%
Cc1cc(C2(c3cc(C)c(O)cc3C)OS(=O)(=O)c3ccccc32)c(C)cc1O	1.1%	-6%	2%[1.84 µM]	3%
Cc1cc(C)nc(N2C(=O)CC(C(C)c3ccccc3)C2=O)n1 (stereo unspecified)	-0.6%	5%	-1%	12%
Cc1ccc2c(c1)nnn2C1CCN(CC(=O)Nc2ccc3c(c2)OCCO3)CC1	1.9%	-19%	-2%	-9%
COc1cc(SC)ccc1C(=O)NCC1CCCO1 (stereo unspecified)	-1.6%	-5%	1%	-15%
CCN1C(=O)/C(=C2\SC(N3CCCCC3)=NC2=O)c2ccccc21	1.7%	?	?	-2%
Cc1cccc(C)c1NC(=O)c1ccc(-n2cnnn2)cc1	4.4%	-1%	-3%	3%

Taken from above.
COc1cc(SC)ccc1C(=O)NCC1CCCO1 (stereo unspecified) in p53ts 32C tox → 1%
Cc1nc(NCc2ccccc2)c2nc(-c3ccccc3)n(C(C)CN(C)C)c2n1 (stereo unspecified) in p53ts 39C tox → -2%
CCN1C(=O)/C(=C2\SC(N3CCCCC3)=NC2=O)c2ccccc21 in IkB signaling → 1.7%
Cc1cc(C)nc(N2C(=O)CC(C(C)c3ccccc3)C2=O)n1 (stereo unspecified) in Peg3 imprint → 12%

Going on with the list:
SMILES	IkB signaling	p53ts 39C tox	p53ts 32C tox	Peg3 imprint
CCCc1cc2c(n1CCc1ccc(Cl)cc1)C(C)C1CN(C(=O)c3ccccc3)C(C)(C(=O)OC)C21 (stereo unspecified)	.	0%	9%	-11%
Cn1cnnc1SCc1ccc(-c2ccc(Br)cc2)o1	2.7%	-12%	-19%	-14%
CCS(=O)(=O)N1CCC(c2nc(-c3ccc(C(F)(F)F)cc3)no2)CC1	0.6%	-18%	-8%	-12%
C=CCn1c(CSc2nc3ccccc3s2)nnc1SCC(=O)NCc1cccnc1	.	1%	1%	.
O=C(c1c(F)c(F)c(F)c(F)c1F)N1CCc2ccccc21	0.8%	-10%	-3%	-6%
CC1CCCCN1C(=O)C1CC(c2ccc(F)cc2)=NO1 (stereo unspecified)	-2.9%	-4%	2%	4%
Cc1c(C(N)=O)sc2nc(-c3ccccc3)cn12	-1.9%	-13%	-14%	-35%[inhibitor]
COc1ccc(OCc2ccc(-c3nc(C#N)c(N4CCN(c5ccccc5)CC4)o3)o2)cc1	-2.0%	20%	8%	-12%[10.9 µM]
CC(C)(C)C(=O)NCC12C=CC(O1)C1C(=O)N(c3ccccc3)C(=O)C12 (stereo unspecified)	.	8%	-13%	.
COc1ccc(CNC(=O)c2nc(S(=O)(=O)Cc3ccccc3)ncc2Cl)cc1	?	5µM*	20µM*	-24%[10.9 µM]

Profiles, quoted from the list:
`CC1CCCCN1C(=O)C1CC(c2ccc(F)cc2)=NO1` (stereo unspecified) is listed with IkB signaling: -2.9%; p53ts 39C tox: -4%; p53ts 32C tox: 2%; Peg3 imprint: 4%
`C=CCn1c(CSc2nc3ccccc3s2)nnc1SCC(=O)NCc1cccnc1` is listed with IkB signaling: .; p53ts 39C tox: 1%; p53ts 32C tox: 1%; Peg3 imprint: .

Back to the main list with the two entries that preceded the break.
SMILES	IkB signaling	p53ts 39C tox	p53ts 32C tox	Peg3 imprint
CC(C)(C)C(=O)NCC12C=CC(O1)C1C(=O)N(c3ccccc3)C(=O)C12 (stereo unspecified)	.	8%	-13%	.
COc1ccc(CNC(=O)c2nc(S(=O)(=O)Cc3ccccc3)ncc2Cl)cc1	?	5µM*	20µM*	-24%[10.9 µM]
O=C(COc1ccc(Cl)cc1Cl)N(Cc1ccco1)C1CCS(=O)(=O)C1 (stereo unspecified)	4.5%	-9%	-4%	-9%
COCCN(CC(=O)NCc1ccccc1)C(=O)CCC(=O)Nc1nccs1	-0.5%	-1%	-1%	2%
CCOC(=O)c1c(-c2ccc(C)o2)csc1NC(=O)CSc1nnc(C)s1	?	-12%	12%	-25%
O=C(N1CCOCC1)N(Cc1cccs1)C1CCCC1	0.2%	2%	5%	-3%
CCOC(=O)c1csc(NC(=O)c2ccc(OC)c(OC)c2)n1	0.9%	-20%	-6%	-8%
O=C(NCc1ccco1)c1cc2nc(-c3cccs3)cc(C(F)(F)F)n2n1	0.0%	7%	4%	-12%
O=C(NCc1cccs1)c1ccccc1F	0.3%	-3%	-10%	-1%
COc1ccccc1-c1cc(C(F)(F)F)nc(S(=O)(=O)CCCC(=O)N2CCOCC2)n1	?	?	?	-24%
Cc1ccc(NC(=O)Cn2nnc3sc(-c4ccccc4)cc3c2=O)cc1Cl	2.8%	-23%	8%	16%[10.9 µM]
CNC(=O)c1c(NC(=O)c2ccc(S(=O)(=O)N3CCOCC3)cc2)sc2c1CCC2	2.3%	1%	0%	16%
NC(=O)CSc1nnnn1-c1ccc(OC(F)(F)F)cc1	1.6%	6%	-12%	-4%
COc1ccc(CNS(=O)(=O)c2ccc(C3CNC(=O)C3)cc2)cc1 (stereo unspecified)	1.1%	3%	3%	-17%
CC(C)(C)c1ccc(-c2nc(NC(=O)CSc3ncnc4sc5c(c34)CCCC5)ns2)cc1	?	11%	-9%	-8%[10.9 µM]
COc1nc(N)nc(N2CCOCC2)n1	-1.8%	-2%	-1%	-3%
O=C(COc1ccccc1Cl)Nc1ccc2oc(-c3ccccc3F)nc2c1	-0.5%	30%[activator]	-13%	-9%[10.9 µM]
CC1(C)Cc2ccccc2-c2nc(NCCCO)n(-c3ccccc3)c(=O)c21	-1.9%	-3%	1%	-10%
COc1cc(C)c(S(=O)(=O)N2CCCC2)cc1C	-0.8%	0%	7%	-18%
O=C(O)CCc1ccc(-c2ccc(F)cc2)n1CC(=O)O	1.2%	-2%	5%	2%
COC(=O)c1cc(CC(=O)c2ccc(O)cc2O)c(C)o1	0.9%	-5%	8%	-16%
COc1cccc(CNc2nc3c(-c4ccccc4)nnn3c3ccccc23)c1	?	?	1%	-12%[10.9 µM]
Cc1cc(C)c(S(=O)(=O)N(CC(=O)NCc2cccnc2)C2CCCCC2)c(C)c1	0.4%	-3%	5%	-8%
CCn1cc(C(=O)N2CCN(c3cccc(Cl)c3)CC2)c2cc(OC)c(OC)cc2c1=O	?	-13%	-3%	-3%[10.9 µM]
CCOC(=O)C1CCN(C(=O)N(C)C)CC1	-1.2%	18%	0%	0%
COc1ccc2c(C)c(CCC(=O)NCc3ccc(C)cc3)c(=O)oc2c1	?	-6%	-9%	11%[10.9 µM]
Cc1nnc(SCCn2c(N3CC(C)CC(C)C3)nc3c2c(=O)[nH]c(=O)n3C)s1 (stereo unspecified)	4.4%	-3%	4%	-8%
COC(=O)c1ccc(CSc2nnc3ccc4ccccc4n23)cc1	?	-7%	-6%	19%[10.9 µM]
CCOc1cccc2cc(-c3nc(-c4ccc(Cl)cc4)c(C)s3)c(=O)oc12	1.4%	-8%	3%	12%[10.9 µM]
COc1ccccc1N1CCN(Cc2nc(N)nc(Nc3ccccc3)n2)CC1	6.0%	6%	4%	-20%
O=C(c1ccco1)n1nc(-c2ccccc2)nc1NCc1ccco1	-0.7%	-14%	-5%	6%
CCOC(=O)C1(C)C=C(Nc2ccc(OC)cc2)C(=O)N1c1ccccc1 (stereo unspecified)	1.6%	0%	2%	-11%[10.9 µM]
CC(C)(C)c1ccc(C(=O)NCCc2csc3nc(-c4ccccc4F)nn23)cc1	?	-16%	-11%	-12%[10.9 µM]
CCN(CCNC(=O)C1CCN(S(=O)(=O)CC)CC1)c1ccccc1	-0.6%	-8%	5%	-2%
CC12C(=O)N(c3cccc4cccnc34)C(=O)C1C1C=CC2C1 (stereo unspecified)	-1.9%	2%	-3%	-8%
O=C(NC1CC1)C1CCC(=O)N1C1CCCC1 (stereo unspecified)	0.1%	4%	-19%	-4%

Screening results (PubChem BioAssay)

No enrichment for hits; overall some 1.7% were active at least once.
